Bioassay records deposited in PubChem by several laboratories.
GC-B act – GC-B (human) receptor activation; activation, % at 10 µM; P20594; AID 1920062; 370,000 compounds, 0.11% hits; HEK293-GC-B cells, CNP EC30, cGMP TR-FRET; 0% at EC30 CNP, 100% saturating CNP;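 active means activation at 10 µM reaching about 35% in either raw or pattern-adjusted values, limit read from the data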
rCAG binder – binds r(CAG) RNA repeats; r(CAG) RNA repeat, TO-PRO-1 dye displacement fluorescence; inhibition, % at 3 µM; 370,000 compounds, 1.3% hits; AID 651821;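 active means inhibition above the plate cutoff, the mean of all test compounds on that plate plus 3 SD, cut at about 35% in these data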;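 further: 0% = DMSO alone and 100% = 100 µM mitoxantrone as full dye displacement; higher means more dye released from RNA so lower well fluorescence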
mABHD4 FP – ABHD4 (mouse) inhibition, primary FP screen; inhibition, % at 8.92 µM; purified mABHD4, FP-Rh probe fluorescence polarization; Q8VD66; 370,000 compounds, 0.54% hits;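 active means inhibition exceeding the mean over every tested compound plus 3 SD, cut at about 30% in these data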;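 further: 0% = plate median of compound wells and 100% = S159A mutant with DMSO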
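Assay system: Wild-type mouse ABHD4 protein | Medium: HEPES pH 7.0 buffer, 150 mM NaCl, 0.01% Pluronic F-127 | Incubation: Enzyme–compound pre-incubation 45 min, then probe 60 min, both 25 °C | Technique: Fluorescence polarization with parallel and perpendicular emission, 525/598 nm | Evaluation: % inhibition of FP-Rh probe binding versus controls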
UHRF1 MBD2 ctr – human UHRF1 methylated DNA binding inhibitors | Q96T88 | UHRF1 binding to methylated oligo, TR-FRET | inhibition, % at 4.4 µM | 370,000 compounds, 0.75% hits; in the data active means inhibition above about 21%;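 further: UHRF1 SRA domain binding a hemimethylated CpG hairpin DNA probe; 0% = median of test compound wells and 100% = reference inhibitor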
SIAE inh – blocks human sialic acid acetylesterase | Q9HAT2 | SIAE FP-Rh probe binding, fluorescence polarization | inhibition, % at 9.66 µM | 370,000 compounds, 0.69% hits;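 active means inhibition above a cutoff: mean of compounds within the control limits plus 3 SD of those, cut at about 17% in these data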;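 further: 0% = plate median of compound wells and 100% = probe without SIAE protein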
TCR CD3 inh – human TCR-CD3 binding inhibition | 360,000 compounds, 0.37% hits | inhibition, % at 9.4 µM | AID 651800 | TAMRA-labeled TCR probe fluorescence, biochemical; in the data active means inhibition above about 19%;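 further: recombinant mutant TCR 2C K166C tagged with TAMRA read by polarization; 0% = receptor in buffer alone and 100% = receptor with positive control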
MBD2 DNA inh – MBD2-methylated oligo binding inhibition | TR-FRET, MBD2 binding to methylated oligonucleotide | inhibition, % at 4.4 µM | 370,000 compounds, 0.31% hits | AID 686964; in the data active means inhibition above about 13%
Target sequence (Q9UBB5 whole entry, looked up): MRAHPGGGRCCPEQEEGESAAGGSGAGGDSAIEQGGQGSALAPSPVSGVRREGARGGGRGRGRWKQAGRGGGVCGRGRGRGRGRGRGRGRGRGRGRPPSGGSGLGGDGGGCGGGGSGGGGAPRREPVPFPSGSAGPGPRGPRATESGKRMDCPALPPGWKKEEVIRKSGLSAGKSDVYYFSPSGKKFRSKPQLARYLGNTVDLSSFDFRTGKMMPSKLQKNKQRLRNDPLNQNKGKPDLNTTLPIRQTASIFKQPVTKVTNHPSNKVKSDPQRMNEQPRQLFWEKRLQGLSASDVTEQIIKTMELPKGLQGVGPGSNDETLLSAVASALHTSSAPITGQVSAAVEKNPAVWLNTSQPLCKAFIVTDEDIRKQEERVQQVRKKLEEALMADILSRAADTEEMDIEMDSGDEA
PRMT1 inh – PRMT1 (human) inhibition, primary screen; inhibition, % at 2.79 µM; Q99873; 370,000 compounds, 1.3% hits; recombinant PRMT1, activity-based probe fluorescence polarization;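 active means inhibition above about 21% made by adding two undisclosed values, limit read from the data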
GC-A act – GC-A (human) enzyme activation; HEK293 GC-A cells, cGMP TR-FRET, EC30 ANP; 0% at EC30 ANP, 100% saturating ANP; activation, % at 10 µM; 370,000 compounds, 0.14% hits; AID 1671463; in the data active means activation above about 40%
HTRA1 inhibitor – inhibitors of human serine peptidase HTRA1. Q92743. recombinant HTRA1, FP-rhodamine activity-based probe, fluorescence polarization. inhibition, % at 5.96 µM. 340,000 compounds, 0.5% hits. AID 504803; in the data active means inhibition above about 36%;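 further: 0% = enzyme with DMSO and 100% = wells lacking enzyme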
Target sequence (Q92743 whole entry, looked up): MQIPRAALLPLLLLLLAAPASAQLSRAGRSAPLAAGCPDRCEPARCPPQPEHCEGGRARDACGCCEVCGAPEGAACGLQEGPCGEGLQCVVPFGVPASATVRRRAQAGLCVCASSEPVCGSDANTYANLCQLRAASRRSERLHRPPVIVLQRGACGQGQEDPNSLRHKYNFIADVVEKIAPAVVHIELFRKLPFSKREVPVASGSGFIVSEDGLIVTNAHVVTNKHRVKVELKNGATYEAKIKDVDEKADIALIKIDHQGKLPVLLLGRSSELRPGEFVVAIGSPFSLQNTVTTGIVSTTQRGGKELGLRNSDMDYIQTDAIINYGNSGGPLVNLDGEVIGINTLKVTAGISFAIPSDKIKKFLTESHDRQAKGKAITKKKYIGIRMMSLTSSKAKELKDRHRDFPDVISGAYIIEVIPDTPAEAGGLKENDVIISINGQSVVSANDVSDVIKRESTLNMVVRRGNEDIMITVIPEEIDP
Active calls of the source: *; / = not tested or not shown.

SMILES | GC-B act | rCAG binder | mABHD4 FP | UHRF1 MBD2 ctr | SIAE inh | TCR CD3 inh | MBD2 DNA inh | PRMT1 inh | GC-A act | HTRA1 inhibitor
COc1ccc(F)cc1S(=O)(=O)Nc1cc2c3c(c1)CCC(=O)N3CCC2 | 2 | 0 | 6 | -2 | -1 | 1 | 4 | -6 | 0 | -4
CC(=O)NCc1ccc(C(=O)O)cc1 | 2 | 1 | 0 | -3 | 3 | 0 | 5 | 1 | 2 | 4
C#CCNc1nc(C)nc2c1nnn2Cc1ccccc1F | 4 | -3 | 1 | -2 | 4 | 3 | -4 | -1 | 8 | 7
Cc1ccc(OCC(=O)N/N=C\c2cccn2C)c([N+](=O)[O-])c1 | 1 | 1 | -3 | 1 | -1 | 1 | -7 | 2 | 1 | 5
C=CCNC(=O)NC(=O)COn1nnc2ccc(S(=O)(=O)N(C)C)cc21 | -10 | -1 | -3 | -5 | 3 | -3 | -3 | -3 | 1 | -6
O=C(Nc1ccccc1Cc1ccccc1)c1ccccc1F | 0 | 1 | -15 | 2 | -2 | -11 | -4 | -1 | -5 | -7
O=C(COC(=O)c1ccc(S(=O)(=O)Nc2ccccc2)cc1)NCc1ccco1 | 4 | 7 | -1 | 2 | -9 | -2 | 2 | 0 | -1 | -6
COc1cc(C(C)=O)ccc1OCC(O)CN1CCN(S(=O)(=O)c2ccccc2)CC1 (stereo unspecified) | -1 | -7 | 2 | -2 | 2 | -4 | 1 | -3 | -2 | 7
CC(C)C(=O)Nc1cccc(N2CCN(CCCN3C(=O)C4CCCCN4C3=O)CC2)c1 (stereo unspecified) | 0 | -4 | 9 | 23* | 1 | -9 | 5 | -2 | -2 | 4
COc1ccc(CCN2C(=O)NC(NC(=O)C(C)(C)C)(C(F)(F)F)C2=O)cc1OC (stereo unspecified) | 4 | -1 | -4 | -1 | 6 | 5 | 0 | -2 | 2 | 5
COc1ccc(C(=O)NC2CC2)cc1OC1CCN(Cc2ccc(SC)cc2)CC1 | 0 | -7 | -5 | -1 | 1 | -1 | -7 | -6 | -2 | 1
CC(C)c1ccc(OCC(=O)Nc2ccc3oc(=O)ccc3c2)cc1 | 0 | 2 | -6 | 0 | -5 | 0 | -3 | 1 | 1 | -17
COc1ccc(C2=NN(C(=O)c3ccc(Cl)c([N+](=O)[O-])c3)C(c3ccccc3)C2)cc1 (stereo unspecified) | 10 | 6 | -4 | 0 | -13 | -4 | -2 | 1 | 37 | -5
COc1ccc(NC(=O)CN(C)C(=O)c2c(C)nn(Cc3ccccc3)c2C)cc1 | -5 | -4 | -2 | -3 | -4 | -4 | -3 | -4 | -1 | 0
COCCn1c(-c2ccc(Cl)cc2Cl)nc2c(c(=O)c3ccccc3n2C)c1=O | 3 | -1 | 4 | -1 | 9 | -2 | -4 | 0 | 5 | -4
C[C@H](NC(=O)c1nc[nH]c1C(=O)N[C@@H](C)C(=O)OCc1ccccc1)C(=O)OCc1ccccc1 | -2 | -7 | -6 | 3 | -5 | -2 | -5 | -2 | 2 | -15
c1ccc(COc2cncc(-c3cccnc3)c2)cc1 | -2 | -2 | -1 | 3 | -9 | -2 | 3 | -3 | -3 | -3
O=C(NCC1CCCO1)c1cc([N+](=O)[O-])ccc1N1CCC(Cc2ccccc2)CC1 (stereo unspecified) | 8 | -2 | 4 | -2 | -5 | 9 | -3 | -1 | -2 | -18
Cc1cc(NC(=O)C2(C)CCN2C(C)C)c2ccccc2n1 (stereo unspecified) | 2 | -1 | -3 | -3 | 3 | 9 | 3 | -1 | 0 | /
COc1ccc(Cn2nnnc2C(c2ccc(N(C)C)cc2)N2CCC(C(N)=O)CC2)cc1 (stereo unspecified) | -2 | 1 | 1 | -5 | 2 | 0 | 3 | -3 | 3 | -7
Cc1ccccc1N1C(=O)C(Cc2ccc(F)cc2)S/C1=C(\C#N)C(N)=O (stereo unspecified) | -2 | 10 | -2 | 1 | -3 | -1 | -5 | 0 | -6 | /
COC(=O)c1cccn(CC(=O)c2ccc(Cl)cc2Cl)c1=O | -3 | 0 | 7 | 3 | 0 | -14 | 3 | 2 | -3 | 1
Cc1cccc(N(C)C(=O)CN(C)S(=O)(=O)c2ccc3c(c2)c(=O)n(C)c(=O)n3C)c1 | -3 | -3 | 0 | 4 | 6 | 0 | 2 | 6 | -1 | 0
OC(COc1ccccc1)CN1CCN(C(c2ccccc2)c2ccccc2)CC1 (stereo unspecified) | -4 | -7 | 6 | 0 | 7 | -6 | 5 | -2 | 2 | -12
CC1(C)C[C@@H]2C[C@@](C)(CN2C(=O)c2ccccc2)C1 | 2 | -11 | -6 | 5 | -8 | -5 | 8 | 8 | 0 | 4
Nc1n[nH]c(=S)n1-c1ccc(Cl)cc1 | 2 | 0 | -3 | -1 | -4 | 11 | -5 | 1 | 5 | 2
CC1CCCC(NC(=O)CCCCCn2c(=S)[nH]c3ccsc3c2=O)C1C (stereo unspecified) | -6 | 7 | -23 | 0 | 7 | -1 | -5 | 0 | 0 | -7
CC(=O)NC1CC(C)(C)N(OC(C)=O)C(C)(C)C1 | 0 | -1 | 4 | 1 | 4 | -3 | 4 | 2 | 4 | 3
CCC1(c2ccccc2)ON(c2c(Br)cccc2Br)C1=O (stereo unspecified) | 2 | 1 | 3 | 1 | -1 | 0 | 3 | -1 | 1 | -10
CCOc1ccc(S(=O)(=O)NC(C)C(=O)NCc2ccccn2)cc1 (stereo unspecified) | 3 | -3 | 5 | 0 | 4 | -2 | -3 | -2 | -1 | -3
Cc1sc2ncnc(NCC(C)(C)N3CCOCC3)c2c1C | 3 | -6 | 5 | -1 | 3 | 0 | 4 | -2 | 3 | 8
CC(C)C(NS(=O)(=O)c1c(Cl)cccc1Cl)C(=O)OCC(=O)c1c[nH]c2ccccc12 (stereo unspecified) | -5 | 8 | -37 | -3 | -17 | 0 | -4 | 0 | -14 | -47
O=C(Cc1cccs1)Nc1nnc(CCc2ccccc2)s1 | -2 | -4 | 6 | -1 | 7 | 0 | 2 | 0 | 0 | -12
N#CCC1c2ccccc2CCN1C(=O)Nc1ccc(Cl)cc1 (stereo unspecified) | -8 | 2 | -6 | 0 | -4 | 0 | 3 | -1 | -6 | -8
COc1ccc(NS(=O)(=O)c2ccc(NC(C)=O)cc2)cc1OC | 2 | -2 | 4 | 2 | 4 | -5 | 4 | 1 | 0 | 1
CC(C(=O)NC1CCCCC1)N1C(=O)c2cccc3cccc1c23 (stereo unspecified) | -7 | -6 | 0 | -1 | 6 | 3 | -1 | 0 | -6 | -7
COc1cccc(CNc2ccc3c(c2)CCC3)c1 | -3 | 0 | -2 | 0 | -2 | -5 | 6 | 8 | 4 | 10
O=C(c1cc(Cl)nc2ccccc12)N1CCN(S(=O)(=O)c2cccc(C(F)(F)F)c2)CC1 | -1 | 0 | 5 | -1 | 5 | 3 | -5 | 3 | -3 | -6
COc1cccc(CNC(=O)Cc2csc(NC(=O)Nc3ccccc3OC)n2)c1 | -9 | 4 | -10 | -2 | 15 | -1 | 2 | 0 | -3 | -24
c1ccc2[nH]c(N3CCOCC3)nc2c1 | -2 | 1 | 4 | -2 | 2 | 10 | -1 | -1 | -1 | 8

3 entries from above, sorted by SMILES length, smallest number first:
SMILES | GC-B act | rCAG binder | mABHD4 FP | UHRF1 MBD2 ctr | SIAE inh | TCR CD3 inh | MBD2 DNA inh | PRMT1 inh | GC-A act | HTRA1 inhibitor
Cc1sc2ncnc(NCC(C)(C)N3CCOCC3)c2c1C | 3 | -6 | 5 | -1 | 3 | 0 | 4 | -2 | 3 | 8
COc1ccc(NS(=O)(=O)c2ccc(NC(C)=O)cc2)cc1OC | 2 | -2 | 4 | 2 | 4 | -5 | 4 | 1 | 0 | 1
COc1cccc(CNC(=O)Cc2csc(NC(=O)Nc3ccccc3OC)n2)c1 | -9 | 4 | -10 | -2 | 15 | -1 | 2 | 0 | -3 | -24

New compounds follow
SMILES | GC-B act | rCAG binder | mABHD4 FP | UHRF1 MBD2 ctr | SIAE inh | TCR CD3 inh | MBD2 DNA inh | PRMT1 inh | GC-A act | HTRA1 inhibitor
Cc1ccc(CNc2cc(C(=O)O)ccc2Cl)s1 | -1 | 4 | 4 | -1 | 2 | 1 | 2 | -1 | 3 | -1
O=C1NC(=O)/C(=C\c2cn(CC(=O)N3CCOCC3)c3ccccc23)S1 | -3 | 3 | 1 | -2 | 7 | 0 | 4 | -1 | 0 | -5
CC1CCC(NC(=O)c2nn(C)c3c2CS(=O)(=O)c2ccccc2-3)CC1 (stereo unspecified) | -7 | -3 | 5 | -1 | -12 | 0 | 3 | -5 | -2 | -5
CCCCN(CC)C(=O)Cc1cn(C)c2ccccc12 | -8 | -7 | 2 | -1 | 4 | 7 | 0 | 2 | -9 | 6
COc1ccc(OC)c(S(=O)(=O)N(C)CC(=O)N2CCN(c3ccccc3)CC2)c1 | 7 | -1 | 3 | 0 | 3 | 0 | 0 | -1 | 0 | 2
CCC(C)Nc1nc(-c2ccc3c(c2)NC(=O)CO3)cs1 (stereo unspecified) | -1 | 10 | -15 | 1 | -15 | -7 | -2 | 3 | 6 | 6
OCCc1c[nH]c2ccc(OCc3ccccc3)cc12 | -2 | 1 | 4 | -2 | 2 | -5 | 2 | -3 | 2 | -4
CC1CN(S(=O)(=O)c2cccc(C(=O)Nc3ccccc3N3CCCCC3)c2)CC(C)O1 (stereo unspecified) | 2 | 0 | -5 | -3 | 2 | -5 | 2 | 2 | 2 | -21
CCOC(=O)c1cc(CC)sc1NC(=O)c1ccc2c(c1)OCCO2 | -12 | 1 | 0 | -3 | -18 | 0 | -4 | -3 | -13 | 3
CCN(CC)C(=O)c1ccc(C)c(Br)c1 | -3 | -3 | 4 | -2 | 1 | 10 | 1 | 0 | -2 | 7
Cn1c(SCC(=O)Nc2cc(Cl)cc(Cl)c2)nnc1-c1ccc2nonc2c1 | -2 | -1 | -4 | 3 | -14 | -9 | -7 | -3 | -2 | /
CC(=O)c1c(-c2ccccc2)[nH]c2ccccc12 | -4 | -3 | 4 | 2 | -4 | 0 | 3 | 3 | 2 | -7
COc1ccc(NC(=O)CN2C(=O)CC(C)S(=O)(=O)c3ccccc32)cc1 (stereo unspecified) | 1 | -6 | 0 | 0 | 4 | 0 | 5 | 0 | 5 | -17
Cc1cc(C)c(NC(=S)NC(=O)c2ccccc2)cc1C | 0 | 3 | -15 | 1 | -3 | 0 | -8 | -3 | -5 | -15
CCN1CCN(CC(=O)Nc2ccccc2)C(=O)C1=O | 1 | 0 | 3 | 1 | 7 | -2 | 2 | 6 | 3 | 5
Cc1nc2oc3ccc(Cl)cc3c(=O)c2cc1C(=O)O | 2 | 3 | -6 | -1 | 2 | -6 | 1 | -3 | -1 | 3
Fc1cccc(F)c1-n1c(CN2CCCC2)csc1=S | 4 | -1 | -1 | 4 | 0 | 1 | 1 | 1 | -2 | -11
CC(C)C1NCCc2c1sc1ccccc21 (stereo unspecified) | 2 | 2 | 4 | 0 | 2 | 4 | -3 | -2 | -3 | 4
CN1CCN(CCc2nc3cc(NC(=O)COc4ccc(Cl)cc4)ccc3n2C)CC1 | 5 | -8 | 5 | 9 | 7 | 0 | 2 | 3 | 4 | 3

3 entries from above, sorted by their value in GC-B act, smallest number first.
| Compound | GC-B act |
| --- | --- |
| Cc1cccc(N(C)C(=O)CN(C)S(=O)(=O)c2ccc3c(c2)c(=O)n(C)c(=O)n3C)c1 | -3 |
| COCCn1c(-c2ccc(Cl)cc2Cl)nc2c(c(=O)c3ccccc3n2C)c1=O | 3 |
| COc1ccc(OC)c(S(=O)(=O)N(C)CC(=O)N2CCN(c3ccccc3)CC2)c1 | 7 |

Not all compounds are listed; count on the stated rates, not on these rows.
